# Screening results: PubChem, National Center for Advancing Translational Sciences (NCATS)
# LMNA splice mod: qHTS Assay for Modulators of Lamin A Splicing; HeLa LMNA splicing GFP/RFP minigene ratio, 48 h; Potency, µM (doses to about 46.1 µM), for inactives: at the top dose ratio change, negative = inhibition, most hits filed as inhibitors; 200,000 tested, 0.01% active; AID 1487, 2009; active = well fitted inhibition curve with a large enough effect in the signal ratio, with a control signal flat, not every such curve was filed as active; inconclusive = small, poorly fitted or top-dose-only effect, or effect the other way, or a change in a side signal; the % refers to the signal ratio; note: % is set by controls: 0 for no effect and ±100 for the full control effect
#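 S3 HeLa stable clones carrying a lamin A-EGFP splicing minigene plus DsRed2 were seeded at 600 cells/well in Opti-MEM with 2% FBS, pin-dosed and incubated 48 h at 37°C. Acumen cytometry (488 nm) gave the GFP/RFP total-intensity ratio.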
# RECQ1 inh: qHTS Assay for Inhibitors of RecQ-Like Dna Helicase 1 (RECQ1). ATP-dependent DNA helicase Q1 (Homo sapiens), P46063. RECQ1 DNA unwinding, red fluorescence kinetic read. Potency, µM (highest dose often 57.3 µM), inactives show top-dose activity, negative = inhibition, usual class: inhibitors. 240,000 tested, 0.54% active. AID 2549, 2010;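 note: plate controls were vehicle for no effect and no enzyme for full effect; nearly all actives have a fitted effect of over 30% in size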
#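 50 nM RECQ1T1 preincubated 15 min with compound in Tris pH 8.0 buffer with MgCl2, DTT, Tween-20 and 2.5 ug/ml poly(dI-dC); started with 200 nM TAMRA/BHQ-2 forked duplex and 2 mM ATP. Unwinding read as fluorescence (525/598 nm), two reads 2 h apart.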
# SMN2 splice enh: qHTS Assay for Enhancers of SMN2 Splice Variant Expression; Potency, µM (titrated, usually from 46.1 µM), for inactives: top-dose activity change, positive = activation, actives largely listed as activators; HEK293 SMN2-luciferase splicing reporter, luminescence, 30-36 h; 210,000 tested, 2.8% active; AID 1458, 2008; note: % of control where 0% means no effect; nearly all actives have a fitted effect of over 55% in size
#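 qHTS luciferase splicing reporter: luminescence rises when SMN2 exon 7 is included in transfected HEK293 cells. Compound exposure lasted 30-36 h at 37C, with 4.5 mM final sodium butyrate as control, followed by a ONE-Glo read.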
# L3MBTL1 inh: qHTS Assay for the Inhibitors of L3MBTL1; AlphaScreen L3MBTL1–H3K9me1 peptide binding; Potency, µM (top dose mostly 57.1 µM), without a hit: at the top dose activity, negative = inhibition, hits mostly inhibitors; 230,000 tested, 0.66% active; AID 485360, 2010; note: % is set by controls: 0 for no effect and ±100 for the full control effect; nearly all actives have a fitted effect of over 60% in size
# Target sequence (Q9Y468 whole entry, looked up): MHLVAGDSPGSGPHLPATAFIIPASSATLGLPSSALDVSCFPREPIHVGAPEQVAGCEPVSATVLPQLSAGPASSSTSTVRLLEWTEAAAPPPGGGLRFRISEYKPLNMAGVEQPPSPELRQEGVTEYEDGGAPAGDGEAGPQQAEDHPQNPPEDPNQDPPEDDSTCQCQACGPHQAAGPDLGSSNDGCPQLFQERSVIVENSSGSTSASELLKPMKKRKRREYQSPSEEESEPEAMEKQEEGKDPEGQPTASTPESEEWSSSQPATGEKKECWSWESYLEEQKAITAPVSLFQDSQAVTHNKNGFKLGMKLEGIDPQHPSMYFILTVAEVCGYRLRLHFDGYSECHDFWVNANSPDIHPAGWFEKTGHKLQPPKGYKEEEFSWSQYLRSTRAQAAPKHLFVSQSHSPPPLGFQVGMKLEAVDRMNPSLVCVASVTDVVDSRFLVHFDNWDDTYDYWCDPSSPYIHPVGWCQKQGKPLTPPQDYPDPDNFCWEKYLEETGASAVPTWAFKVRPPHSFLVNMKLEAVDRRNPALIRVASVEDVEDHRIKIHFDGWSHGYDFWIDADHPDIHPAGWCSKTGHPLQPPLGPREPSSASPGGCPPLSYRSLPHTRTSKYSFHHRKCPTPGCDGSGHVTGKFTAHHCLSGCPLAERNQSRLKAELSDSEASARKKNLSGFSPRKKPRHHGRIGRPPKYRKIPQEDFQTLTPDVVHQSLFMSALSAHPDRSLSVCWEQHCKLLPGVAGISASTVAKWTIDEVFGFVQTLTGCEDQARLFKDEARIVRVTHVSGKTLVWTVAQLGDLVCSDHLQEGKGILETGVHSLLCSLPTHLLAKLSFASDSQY
#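 AlphaScreen proximity signal between nickel-chelate acceptor and streptavidin donor beads (final 10 ug/mL) reports binding of 50 nM L3MBTL1 to 75 nM biotin-H3 K9me1 peptide; complex incubated with compounds 30 min at room temperature; cefsulodin titration as control.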
# Tau ThT inhib: qHTS for Inhibitors of Tau Fibril Formation, Thioflavin T Binding; Microtubule-associated protein tau (Homo sapiens), P10636; recombinant tau K18 P301L, heparin-induced fibrillization, ThT fluorescence; Potency, µM (top dose mostly 57.4 µM), without a hit: top-dose activity, negative = inhibition, hits mostly inhibitors; 270,000 tested, 2.1% active; AID 1460, 2008; note: % is set by controls: 0 for no effect and ±100 for the full control effect; nearly all actives have a fitted effect of over 55% in size
# Target sequence (P10636 561-689 P618L limits assumed): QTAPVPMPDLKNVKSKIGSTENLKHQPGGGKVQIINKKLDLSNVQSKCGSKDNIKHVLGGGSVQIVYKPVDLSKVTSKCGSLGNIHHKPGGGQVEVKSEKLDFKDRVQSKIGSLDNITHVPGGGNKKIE
#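 ThT emission at 510 nm, taken 1 hr after adding 30 uM dye, quantifies aggregates formed when 20 uM heparin acts on human tau K18 P301L for 6 hr at 37 C.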
# KDM4E inh: qHTS Assay for Inhibitors of Human Jumonji Domain Containing 2E (JMJD2E) | JMJD2E catalytic domain, FDH-coupled NADH fluorescence (FDH is formaldehyde dehydrogenase) | Potency, µM (top dose mostly 57.1 µM), for the others: top-dose activity change, negative = inhibition, most hits filed as inhibitors | 230,000 tested, 1.6% active; active = well fitted inhibition curve with a large enough effect, not every such curve was filed as active; inconclusive = small, poorly fitted or top-dose-only effect, or another doubt; inactive = no such curve, though single readings can be large or run the other way;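 note: 0% = wells with enzyme and -100% = buffer wells without enzyme; nearly all actives have a fitted effect of over 50% in size; many of its hits are not listed in these tables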
# Luc counter: Counterscreen for Luciferase (Kinase-Glo TM) Inhibition; Kinase-Glo luciferase, ATP luminescence, 8 min; Potency, µM (series often up to 38.3 µM), inactives show top-dose activity change, negative = inhibition, most hits filed as inhibitors; 200,000 tested, 0.28% active; note: % is set by controls: 0 for no effect and ±100 for the full control effect; nearly all actives have a fitted effect of over 60% in size
#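 Inhibition of Kinase-Glo luciferase light generation was assessed at 10 uM ATP in pH 7.2 imidazole buffer, with luminescence measured after eight minutes at ambient temperature.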
# ALDH1A1 inh: qHTS Assay for Inhibitors of Aldehyde Dehydrogenase 1 (ALDH1A1); Aldehyde dehydrogenase 1A1 (Homo sapiens), P00352; Purified ALDH1A1, NADH fluorescence, propionaldehyde substrate; Potency, µM (series often up to 75.3 µM), for the others: at the highest dose activity, negative = inhibition, usual class: inhibitors; 220,000 tested, 7.3% active; AID 1030, 2008; active = well fitted inhibition curve with a large enough effect, not every such curve was filed as active; inconclusive = small, poorly fitted or top-dose-only effect, or another doubt; inactive = no such curve, though single readings can be large or run the other way;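 note: plate controls were no enzyme wells and a reference inhibitor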
# Active calls of the source: *; i = inactive; ? = inconclusive; . = not tested or not shown; [ ] = dose if it differs, or a comment. Unless noted, calls come from the whole dose curve; as a rule, active = well fitted curve in the direction sought with a large enough effect; inconclusive = small, poorly fitted or top-dose-only effect, or another doubt; inactive = no such curve, though single readings can be large; an effect the other way counts as inactive or inconclusive. Potency is the fitted concentration of half-maximal effect. These rows are one share of the data (hit frequency here may not be typical).
SMILES,LMNA splice mod,RECQ1 inh,SMN2 splice enh,L3MBTL1 inh,Tau ThT inhib,KDM4E inh,Luc counter,ALDH1A1 inh
CCn1c(O)c(N=NC(=O)CNc2cccc(C)c2)c2ccccc21,0%,5%,9%,?,?,-1%,0%,28µM*
CC(C)(C)c1cc(Cl)c(O)c(NC(=S)NC(=O)c2cccnc2)c1,.,-12%,-78%[inhibitor],.,-15%,-2%,-1%,?
CSc1nc(C)c(Oc2ccccc2)c(=O)n1C,-11%,3%,3%,9%,-2%,4%,-1%,13%
COc1cc(C(=O)Nc2nc3ccccc3[nH]2)ccc1OC(F)F,-13%[46 µM],i,.,-2%,-17%,-3%,.,-4%
COc1ccc(OC)c(NC(=O)C2CCCN(S(=O)(=O)c3cccc4cccnc34)C2)c1 (stereo not given),-8%,-1%,3%,4%,3%,-2%,-1%,14%
COc1ccccc1CC(=O)Nc1cc2oc3ccccc3c2cc1OC,12%,-2%,-29%,3%,-12%,?,1%,?
CNC(=O)N1c2ccccc2NC(=O)CC1C (stereo not given),.,-1%,13%,.,0%,-5%,-1%,9%
O=C/C=C/c1ccc(O)cc1,-10%,-7%,-7%,.,?,28µM*,-6%,3.5µM*
COC(=O)c1cn(NC(=O)CC2CCCCC2)c(=O)c2ccccc12,-6%,i,16%,.,1%,-1%,3%,?
N#C/C(C(=O)NCc1ccco1)=C1/SC(Cc2ccc(Cl)cc2)C(=O)N1c1ccccc1 (stereo not given),-3%,4%,13%,13%,5%,-2%,-3%,?
CCOC(=O)c1sc(=NC(=O)c2cccs2)n(C)c1C,.,i,3.2µM*,8%,-1%,-17%,-12%,-10%
CS(=O)(=O)c1ccc(C(=O)NC2CCCCC2)cc1,-7%,-3%,.,18%,-3%,-6%,.,7%
Cc1cc(C)n2nc(NCc3cccc(Br)c3)nc2n1,3%,i,?,.,-3%,?,-5%,?
N#C/C(=C\c1cn(-c2ccccc2)nc1-c1cccnc1)c1nnc2n1CCCCC2,-5%,-5%,11%,.,-10%,-30%,16%,-4%
Fc1ccc(CNc2ccc(CNc3ncn[nH]3)cc2)cc1,?,i,-2%,-7%,-18%,-3%,0%,-2%
NNC(=O)CNc1cccc(Cl)c1,-3%[46 µM],-3%,.,0%,-16%,16%,1%,?
CCNc1oc(-c2ccc(OC)cc2)nc1S(=O)(=O)c1ccc(Br)cc1,-1%,10%,-6%,.,-16%,?,1%,?
O=C(NC(Cc1ccccc1)C(=O)O)/C(=C\c1ccc(Cl)cc1)NC(=O)c1ccccc1 (stereo not given),-3%[46 µM],i,-3%,0%,-1%,-1%,4%,5%
Cc1cc(C)c(S(=O)(=O)NC(CC(=O)O)c2cccc([N+](=O)[O-])c2)c(C)c1 (stereo not given),12%[9.22 µM],i,-28%,.,-15%,4%,0%,-3%
CC(=O)c1c(C)[nH]c(C(=O)NC(C)c2ccccc2)c1C (stereo not given),.,i,-12%,.,-8%,7%,-1%,2%
CCOC(=O)c1ccccc1NC(=O)N1CCn2c(C)ccc2C1CC (stereo not given),19%,-11%,-17%,-12%,?,?,-4%,?
CC(O)(C#CCN1CCCCCC1)c1ccccc1 (stereo not given),20%[46 µM],-9%,.,3%,-10%,-4%,-3%,13%
CCCNC(=O)C(Sc1ccccc1)c1ccccc1 (stereo not given),-2%,-7%,.,4%,-4%,-7%,-1%,4%
C/C(Cc1ccccc1)=N\NC(=O)CNC(=O)COc1cccc(C)c1,.,-2%,.,-6%,-8%,17%,.,.
Cc1cccc(C)c1NC(=O)CSc1nnc(-c2ccoc2C)n1CCc1ccccc1,-4%,-3%,-6%,.,-8%,3%,-1%,-5%
# (listing goes on)
SMILES,LMNA splice mod,RECQ1 inh,SMN2 splice enh,L3MBTL1 inh,Tau ThT inhib,KDM4E inh,Luc counter,ALDH1A1 inh
CCOC(=O)C1=C(C)NC2=C(C(=O)c3ccccc32)C1c1cccnc1 (stereo not given),-1%,i,-13%,-6%,?,2%,-2%,3%
COc1ccc(-c2cn3cccnc3n2)cc1NC(=O)C1CCCC1,8%,-10%,-2%,-1%,-2%,?,-2%,-15%
COc1ccccc1OCC(=O)Nc1oc(-c2ccccc2)c(-c2ccccc2)c1C#N,?,-6%,7%,30%[activator][11.4 µM],-9%,?,1%,-9%
CCCC(CCC)C(=O)NNc1cc(=O)c2c(=O)n(C)c(=O)n(C)c2[nH]1,9%,i,9%,1%,1%,3%,-3%,-3%
O=C(COc1cccnc1[N+](=O)[O-])N1N=C(c2ccc(Cl)cc2)CC1c1ccco1 (stereo not given),.,-4%,.,.,?,-1%,.,13µM*
C#CCNc1c2c(nc3nnnn13)CCCC2,6%[9.22 µM],3%,7%,-5%,3%,4%,-8%,-1%
COc1ccc(-c2cc(C(=O)Nc3ccccc3O)c3ccccc3n2)cc1OC,5%[46 µM],i,-41%[inhibitor],-7%,?,?,-4%,?
O=C(c1cccc([N+](=O)[O-])c1)n1nc(-c2ccccc2)nc1NCc1ccccc1,-9%,-2%,.,3%,-11%,?,.,-11%
Cc1ccc2cc(CN(Cc3ccc4c(c3)OCO4)Cc3nnnn3Cc3ccco3)c(=O)[nH]c2c1C,1%,i,-7%,?,-8%,?,1%,?
CCCOc1ccc(/C=N/NC(=O)CSCc2ccc([N+](=O)[O-])cc2)cc1OCC,?,-2%,-14%,-7%,-13%,1%,-3%,5%
CN(Cc1cccs1)C(=O)CSc1nnnn1C,8%,-11%,0%,.,-15%,5%,-1%,6%
O=C(NCC(=O)N(Cc1ccc(F)cc1)C(C(=O)NC1CCCC1)c1ccco1)c1ccco1 (stereo not given),?,i,-20%,6%,-6%,-3%,12%,-11%
CCOc1cnn(-c2cc(Oc3ccc(C)cc3)ncn2)c(=O)c1Cl,7%,-6%,-27%,.,-18%,7%,-3%,11µM*
O=C(C1CCN(S(=O)(=O)c2cccs2)CC1)N1CCN(Cc2ccccc2)CC1,-2%[9.22 µM],-4%,-39%[inhibitor],.,5%,3%,4%,?
CCOC(=O)C1CCN(C(=O)COc2cc(C)c(Br)c(C)c2)CC1,4%,-4%,-2%,4%,?,-4%,-1%,5%
O=[N+]([O-])c1ccc2c(c1)C=C1CCCCC1(N1CCCCC1)O2 (stereo not given),-8%,-6%,-2%,-5%,-13%,19%,4%,12%
COc1cccc(Nc2nnc(SCc3cc([N+](=O)[O-])cc4c3OCOC4)s2)c1,?,-30%,-45%[inhibitor],-2%,-2%,0%,7%,-2%
Cc1oc(-c2ccccc2Cl)nc1CSCC(=O)NC1CCCC1,-4%,i,-17%,.,-19%,-1%,5%,14µM*
O=S(=O)(c1c(F)cccc1F)N1CCN(C(=S)NCc2ccc3c(c2)OCO3)CC1,?,-7%,-5%,7%,8%,3%,1%,4µM*
Cc1ccn(CCSCC(=O)O)n1,-6%,8%,-15%,4%,0%,-7%,-1%,10%
C(#CC12CC3CC(CC(C3)C1)C2)CN1CCOCC1,.,-2%,-16%,.,3%,11%,-4%,-10%
Cc1cc(N2CCCN(C)CC2)nc2cc(Cl)ccc12,2%,-6%,1%,-5%,-8%,?,-3%,-1%
C=CCNC(=S)NNC(=O)CSc1nc2ccccc2s1,0%,1%,-9%,1%,?,1%,-3%,?
COC(=O)CSc1cc(C(=O)c2nccn2C)c2ccccc2n1,?,-5%,6%,1%,-10%,-7%,-6%,5%
CCC(C)c1ccccc1NC(=O)CN1CCN(C/C=C/c2ccccc2)CC1 (stereo not given),-8%,-6%,-21%,-7%,-8%,4%,-3%,-7%

# Molecules above that have a Cl atom (eight):
SMILES,LMNA splice mod,RECQ1 inh,SMN2 splice enh,L3MBTL1 inh,Tau ThT inhib,KDM4E inh,Luc counter,ALDH1A1 inh
CC(C)(C)c1cc(Cl)c(O)c(NC(=S)NC(=O)c2cccnc2)c1,.,-12%,-78%[inhibitor],.,-15%,-2%,-1%,?
N#C/C(C(=O)NCc1ccco1)=C1/SC(Cc2ccc(Cl)cc2)C(=O)N1c1ccccc1 (stereo not given),-3%,4%,13%,13%,5%,-2%,-3%,?
NNC(=O)CNc1cccc(Cl)c1,-3%[46 µM],-3%,.,0%,-16%,16%,1%,?
O=C(NC(Cc1ccccc1)C(=O)O)/C(=C\c1ccc(Cl)cc1)NC(=O)c1ccccc1 (stereo not given),-3%[46 µM],i,-3%,0%,-1%,-1%,4%,5%
O=C(COc1cccnc1[N+](=O)[O-])N1N=C(c2ccc(Cl)cc2)CC1c1ccco1 (stereo not given),.,-4%,.,.,?,-1%,.,13µM*
CCOc1cnn(-c2cc(Oc3ccc(C)cc3)ncn2)c(=O)c1Cl,7%,-6%,-27%,.,-18%,7%,-3%,11µM*
Cc1oc(-c2ccccc2Cl)nc1CSCC(=O)NC1CCCC1,-4%,i,-17%,.,-19%,-1%,5%,14µM*
Cc1cc(N2CCCN(C)CC2)nc2cc(Cl)ccc12,2%,-6%,1%,-5%,-8%,?,-3%,-1%
